Lipid storage S3 = qHTS Assay for Lipid Storage Modulators in Drosophila S3 Cells. Potency in µM for hits, for the others lipid storage change, negative = inhibition, % at the top dose, mostly 46.1 µM. 320,000 compounds, 0.64% hits. AID 2685. Drosophila S3 cells, BODIPY lipid droplet fluorescence, 18-24 h; cells fed with added oleic acid; active = well fitted inhibition curve with a large enough effect in the signal ratio, with a control signal flat, not every such curve was filed as active; inconclusive = small, poorly fitted or top-dose-only effect, or effect the other way, or a change in a side signal; the % refers to the signal ratio
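Laser-scanning cytometry quantifies lipid droplet accumulation (500–530 nm total intensity; droplet/cell object ratio) in oleic acid-fed (400 uM added) Drosophila S3 cells treated with a concentration series. 20 uM Triacsin C defined 100% inhibition.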
Lipid storage S3 cell count max = recorded beside Lipid storage S3, whose call it bears; cell number change, %; measured here: cell count max response;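 cells counted by Cell Tracker Red CMTPX staining in the red channel; peak over a dose series mostly up to 46.1 µM; percent activity relative to internal control wells on each plate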
* hit, by the source's call; i = inactive; u = inconclusive; x = no result given; [ ] = dose if it differs, or a comment. % is scaled to controls: 0 for no effect and ±100 for the full control effect; potency is read from the fitted curve at half-maximal effect. Only part of the results is shown (hit frequency here may not be typical).

Each structure is followed by: Lipid storage S3, Lipid storage S3 cell count max
O=C(CCS(=O)(=O)Cc1ccccc1)Nc1nc2c(s1)CCCC2
→ i, x
Cc1[nH]n(C)c(=O)c1C(=O)c1c(-c2c(Cl)cccc2Cl)noc1C
→ 4%, 6
Nn1c(SCC(=O)NC2CCS(=O)(=O)C2)nnc1-c1cccs1 (stereo not given)
→ 0%, 11
CCn1nnc(NC(=O)CSc2ccc(Cl)cc2)n1
→ u, x
COc1cccc(CNC(=O)COC(=O)c2cccc(S(=O)(=O)N3CCN(C(C)=O)CC3)c2)c1
→ u, x
CC(C)CNC(=O)COC(=O)CCC(=O)c1cccs1
→ 5%, 4
O=C(Nc1ccccc1)c1ccccc1OCc1ccc(S(=O)(=O)N2CCOCC2)cc1
→ 7%, 1
Cc1ccc(OCC(O)CN2CCC(Cc3ccccc3)CC2)c(C)c1 (stereo not given)
→ i, -6
O=C(CSc1cccs1)NCCc1ccccc1
→ u, x
COc1cccc(N2CCN(C(=O)C3CCCN(S(=O)(=O)c4cnc[nH]4)C3)CC2)c1 (stereo not given)
→ 0%[9.22 µM], -9
Cc1oc(-c2ccc(Cl)cc2)nc1CS(=O)CC(=O)NCc1ccc2c(c1)OCO2 (stereo not given)
→ u, x
COCCN(C(=O)Cc1cccs1)c1nnc(-c2ccncc2)s1
→ u, x
Cc1cc(C(=O)NNC(=O)c2ccc(Cl)cc2Cl)c(C)o1
→ u, x
CCN(CC)S(=O)(=O)c1ccc(C(=O)C(C#N)c2ccccn2)cc1 (stereo not given)
→ u, x
CCOc1cc(/C=C2/C(=N)N3C(=NC2=O)SN=C3S(C)(=O)=O)ccc1OC(=O)c1ccco1
→ u, x
COC(=O)c1ccc(CSc2nc(N3CCOCC3)c3c(c2C#N)CC(C)(C)OC3)o1
→ 2%, 9
CC1(C)Cc2c(C#N)c(NCCN3CCOCC3)nc(-c3ccccc3)c2CO1
→ u, x
Cc1cc(C(=O)Nc2cccnc2)on1
→ -1%, 4
CC/C(C)=N/Nc1nc(-c2cc3cccc(OC)c3oc2=O)cs1
→ u, x
Cc1ccc(-c2csc3ncnc(SCC(N)=O)c23)cc1
→ -4%, -5
O=c1c2ccccc2nc(SCc2ccc([N+](=O)[O-])cc2)n1CCCO
→ 11%, 2
CCOc1ccc(NC(=O)c2ccccc2NC(=O)CN2CCN(C(C)=O)CC2)cc1
→ 9%, 7
COc1cccc(CN2C(=O)CCC2(C)C(=O)NC2CCCC2)c1 (stereo not given)
→ u, x
Cc1ccc(S(=O)(=O)N2CCOCC2)cc1NC(=O)CSc1nnnn1C
→ u, x
O=C(CCNC(=O)c1ccc(Br)cc1)Nc1nc2ccccc2[nH]1
→ u, x
O=C(CN1CCN(c2ccccn2)CC1)Nc1cccc(S(=O)(=O)N2CCOCC2)c1
→ u, x
O=C(CNC(c1ccccc1)c1ccccc1)Nc1c(F)cccc1F
→ u, x
N#CC1=C(N)OC2=C(C(=O)CC(c3ccccc3)C2)C1c1ccc2c(c1)OCO2 (stereo not given)
→ u, x
COc1ccc2c(c1)C(C)=CC(C)(C)N2C(=O)C(C)N1C(=O)c2ccccc2C1=O (stereo not given)
→ 6%, 2
COc1cc(SC)ccc1C(=O)OCC(=O)NC(=O)NC(C)C
→ 7%, 7

Rewritten as tab-separated lines: part of the list above
SMILES	Lipid storage S3	Lipid storage S3 cell count max
COC(=O)c1ccc(CSc2nc(N3CCOCC3)c3c(c2C#N)CC(C)(C)OC3)o1	2%	9
CC1(C)Cc2c(C#N)c(NCCN3CCOCC3)nc(-c3ccccc3)c2CO1	u	x

Next records follow.
Each structure is followed by: Lipid storage S3, Lipid storage S3 cell count max
O=S(=O)(c1ccc(F)c(F)c1)N1CCN(CCc2ccccc2)CC1
→ u, x
Cc1c(NC(=O)N(C)C)c(=O)n(-c2ccccc2)n1C
→ 5%, 10
CN(CC(=O)Nc1ccccc1Cl)C(=O)COC(=O)c1ccc(S(=O)(=O)C(F)F)cc1
→ u, x
CCCSc1nc2sc3c(c2c(=O)[nH]1)CC(C)CC3 (stereo not given)
→ u, x
CCNc1nc(NC(C)C)nc(Oc2ccc(OCCOc3ccc(C)cc3)nn2)n1
→ 3%, -23
CCCCC#Cc1ccc2c(c1)COc1c3ccccc3nn1-2
→ u, x
O=C(Nc1cccnc1)c1ccc([N+](=O)[O-])cc1Cl
→ 2%, 15
COc1ccc(Cl)cc1NS(=O)(=O)c1c(C)[nH]c(=O)[nH]c1=O
→ u, x
O=C(Nc1ccc(F)cc1)c1cccc2ccccc12
→ i, -3
O=[N+]([O-])c1ccccc1/C=C/CN1CCCCC1
→ u, x
CN1CCN(S(=O)(=O)c2ccc(N3CCN(C(c4ccccc4)c4ccccc4)CC3)nc2)CC1
→ -8%[9.22 µM], 4
CC1=C(C#N)C(/C=N/OCc2ccc(Cl)cc2)CC(=O)N1 (stereo not given)
→ u, x
COc1ccc(C(C(=O)NCC2CCCO2)N(C(=O)c2snc(C(N)=O)c2N)c2ccccc2C)cc1OC (stereo not given)
→ u, x
Cc1ccc(CNc2ccccc2C(=O)O)s1
→ u, x
COc1ccc(C(=O)N2CCN(c3ccc(NC(=O)Cc4ccccc4)cc3)CC2)cc1
→ u, x
CN(CCCNC(=O)CCCOc1cc(=O)n(C)c2ccccc12)Cc1ccccc1
→ u, x
CC(C)Cc1nc(Nc2ccc(S(=O)(=O)N3CCCC3)cc2)c2nnn(Cc3ccccc3)c2n1
→ u, x
COC(=O)[C@@H]1CCCN1C(=O)CCc1nnc(CCc2c[nH]c3ccccc23)o1
→ -5%, -3
Cc1ccc(S(=O)(=O)N2CCC(C(=O)N[C@@H](C)C(=O)NCCc3ccccc3)CC2)cc1
→ 12%, 4
Cc1ccc(CNC(=O)c2cc(COc3c(F)cccc3F)on2)s1
→ u, x
Cc1cc(C)cc(OCC(=O)Nc2ccc(N3CCN(S(C)(=O)=O)CC3)cc2)c1
→ 1%, -7
COc1ccc(C2CC(=O)c3ccccc3O2)cc1 (stereo not given)
→ u, x
O=c1[nH]ncc2c3ccccc3n(Cc3ccccc3F)c12
→ 9%, x
c1ccc(-c2nc(-c3ccco3)cs2)nc1
→ u, x
CCOc1ccc(NS(=O)(=O)c2ccc(OC)c(C)c2)cc1
→ u, x
CN(C)S(=O)(=O)c1cccc(COC(=O)c2cc([N+](=O)[O-])ccc2N2CCOCC2)c1
→ u, x
Cc1cc(C)c(C)c(S(=O)(=O)N2CCSCC2)c1C
→ -14%, -21
O=C(NNC(=O)C1C2CCC(C2)C1C(=O)O)c1ccc(Cl)cc1 (stereo not given)
→ 2%, 13
Cc1nn(CC(O)c2ccccc2)c(C)c1Br (stereo not given)
→ u, x
CCOc1ccccc1N(CC(=O)N1CCCCCC1)S(C)(=O)=O
→ u, x
CCCOC(=O)C1C2C=CC(C3CC23)C1C(=O)OCC(=O)c1ccccc1 (stereo not given)
→ u, x
O=C(Nc1cccc(F)c1)C1CCCCC1
→ 2%, x
O=C(CCn1c(=O)oc2ccccc21)N1CCN(c2ccc(F)cc2)CC1
→ i, x
CCOC(=O)N1CCN(Cc2nnc(-c3ccccc3Cl)o2)CC1
→ 16%, 13
Cc1ccc(NC2=NC(c3ccco3)n3c(nc(C)cc3=O)N2)c(C)c1 (stereo not given)
→ u, x
COCC(=O)N(Cc1nc2sc(C)c(C)c2c(=O)[nH]1)C1CCCCC1
→ 12%, 13
COc1ccc(NC(=O)CCc2c(C)nn(-c3ccc(N4CCOCC4)nn3)c2C)cc1
→ -22%, 10
O=C(CSc1nc2sc3c(c2c(=O)n1-c1ccccc1)CCCC3)NCc1ccco1
→ u, x
COc1ccc(CCCc2nnc(SCC(=O)Nc3nc(C)cs3)n2C)cc1C
→ u, x
NC(=O)/C(=C/c1cccnc1)NC(=O)c1ccccc1
→ 1%, 8
CCOC(=O)c1ccc(Nc2ncnc3c2cnn3C)cc1
→ 17%, -23
NC(=O)NCc1cccc(Cl)c1
→ 1%, -7
CSCCC(NS(=O)(=O)c1ccc(Cl)cc1)C(=O)OCC(=O)NC1CC1 (stereo not given)
→ 9%, 15
CC(=O)c1cccc(NC(=S)N2CCN(S(=O)(=O)c3ccc(F)cc3)CC2)c1
→ u, x
Cc1ccc(CN2CC(C(=O)N3CCN(S(=O)(=O)c4ccc(C)cc4C)CC3)CC2=O)cc1 (stereo not given)
→ u, x
CCCNC(=O)COc1coc(CN2CCN(Cc3ccccc3)CC2)cc1=O
→ i, -17
CCc1nc(SCC(=O)N2CCN(c3ccccc3)CC2)c2oc3ccccc3c2n1
→ -12%, x
O=c1cc(N2CCCCC2)c2ccccc2o1
→ i, 16
COc1cccc(OC)c1OCCCCn1cnc2ccccc2c1=O
→ -4%, -1
O=C(Cn1c(=O)oc2ccccc21)Nc1ccccc1Cl
→ 10%, 28
CCCCc1c(C)nc2ccc(C)cc2c1SCCC(=O)O
→ u, x
COc1cc(C(=O)O)cc(OC)c1OCc1cc(C(=O)O)oc1C
→ -16%, -11
CCCOn1c(-n2nc(C)cc2C)nc2ccccc2c1=O
→ u, x
CC(C)[C@H](NC(=O)c1c(F)cccc1F)C(=O)N1CCN(c2ccc(F)cc2)CC1
→ u, x
Cc1cc(C(=O)Nc2cccc(NC(=O)c3ccco3)c2)ccc1[N+](=O)[O-]
→ 1.8µM*, -30*
CCOc1ccc(N(CC(=O)NCc2ccc(Cl)cc2)S(=O)(=O)c2ccccc2)cc1
→ u, x
O=CN1CCN(C(=O)c2ccccc2F)CC1
→ u, x
COc1ccc(N(CC(=O)N2CCN(C)CC2)S(=O)(=O)c2ccccc2)cc1
→ u, x
O=C(NC12CC3CC(CC(C3)C1)C2)c1cnccn1
→ -13%, 3
CCOc1ccc(CCNC(=O)c2ccc3ccccc3n2)cc1OCC
→ 8.2µM*, -6.1*

Shown with each value named: entries from further up.
Molecule: CC(C)[C@H](NC(=O)c1c(F)cccc1F)C(=O)N1CCN(c2ccc(F)cc2)CC1
  Lipid storage S3: u	Lipid storage S3 cell count max: x

Molecule: Cc1cc(C(=O)Nc2cccc(NC(=O)c3ccco3)c2)ccc1[N+](=O)[O-]
  Lipid storage S3: 1.8µM*	Lipid storage S3 cell count max: -30*

The list goes on.
Each structure is followed by: Lipid storage S3, Lipid storage S3 cell count max
CCN(CC)c1ccc(NC(=O)c2ccc(=O)[nH]c2)cc1S(=O)(=O)Nc1ccccc1OC
→ u, x
CC(/C=C1\SC(=S)N(CC(=O)O)C1=O)=C\c1ccccc1
→ -6%, x
COc1nc(Cl)cn(-c2ccc(Cl)cc2)c1=O
→ u, x
COc1ccc(/C=C(/NC(=O)c2ccccc2)C(=O)N/N=C/c2cccs2)cc1OC
→ -7%, -12
Fc1ccc(Sc2nc(-c3ccccc3)nnc2C(F)(F)F)cc1
→ u, x
Cc1noc(-c2ccccc2OC(=O)c2ccccc2)n1
→ u, x
CCOc1ccc(CN2CCN(S(=O)(=O)c3ccc(NC(C)=O)cc3)CC2)cc1
→ u, x
COc1ccccc1N1CCN(Cc2ccc(C(=O)O)cc2)CC1
→ u, x
O=c1oc(-c2ccc(F)cc2)nc2ccsc12
→ u, x
O=S(=O)(c1cccs1)N1CCN(Cc2ccccc2)CC1
→ 11%, 3
O=C1CCC(c2ccc3c(c2)CCC3)=NN1
→ 1%, -8
O=C(CSc1ccc2nnc(-c3ccc(F)cc3)n2n1)N1CCCc2ccccc21
→ -11%, -3
C[C@H](NC(=O)[C@@H]1Cc2ccccc2CN1)C(=O)Nc1ccc2c(c1)OCO2
→ u, x
COc1ccc(NC(=O)Cn2nnc(C(=O)NCc3ccccc3)c2N)c(OC)c1
→ 1%, -19
O=C(NNC(=O)c1ccccc1)C(=O)N1CCCCC1
→ u, x

Brought forward from above: six entries, followed by the next part.
Each structure is followed by: Lipid storage S3, Lipid storage S3 cell count max
O=S(=O)(c1cccs1)N1CCN(Cc2ccccc2)CC1
→ 11%, 3
O=C1CCC(c2ccc3c(c2)CCC3)=NN1
→ 1%, -8
O=C(CSc1ccc2nnc(-c3ccc(F)cc3)n2n1)N1CCCc2ccccc21
→ -11%, -3
C[C@H](NC(=O)[C@@H]1Cc2ccccc2CN1)C(=O)Nc1ccc2c(c1)OCO2
→ u, x
COc1ccc(NC(=O)Cn2nnc(C(=O)NCc3ccccc3)c2N)c(OC)c1
→ 1%, -19
O=C(NNC(=O)c1ccccc1)C(=O)N1CCCCC1
→ u, x
Cc1ccc(OCCN2C(=O)S/C(=C\c3ccc(C)o3)C2=O)cc1
→ -6%, 7
O=C(CCC1CCCN(C(=O)c2ccco2)C1)NCc1ccccc1F (stereo not given)
→ u, x
Cc1ccc(C2=NNC(C(O)C(O)C(O)CO)S2)cc1 (stereo not given)
→ u, x
COc1cccc(NC(=O)CN(C)C(=O)c2cccc(S(=O)(=O)N3CCN(c4ccc(F)cc4)CC3)c2)c1
→ u, x
Cc1ccc(C(=O)CC(=O)COc2ccc(Cl)cc2C)cc1
→ -1%, -4
Cc1cc(N/N=C/c2ccco2)c2ccccc2n1
→ -7%, 8
Cc1nc2c(C(=O)NCCC(C)C)c[nH]n2c(=O)c1Cl
→ u, x
CCCCC(=O)Nc1ccc(NC(=O)C2CC2)nc1
→ -1%, -8
CCCNC(=O)C1CCN(S(=O)(=O)c2cccs2)CC1
→ u, x
Fc1ccc(F)c(C2=NNC(=Nc3ccccc3F)SC2)c1
→ u, x
Cc1c(OCC(=O)NCC2CCC(C(=O)O)CC2)ccc2c(-c3ccccc3)cc(=O)oc12 (stereo not given)
→ 6%, 1
CCC(=O)Nc1cc2nn(-c3ccccc3)nc2cc1Cl
→ u, x
O=C(c1ccco1)N1CCN(c2ccnc3cc(Cl)ccc23)CC1
→ u, x
Cc1cc(C)n(Cc2ccc(F)cc2)c(=O)c1C#N
→ 22%, x
Cn1c(=O)c2ccccc2n(CC(=O)NCCC2=CCCCC2)c1=O
→ u, x

Screening results as filed in PubChem.
